# Bioassay records (PubChem)
# TRb-SRC2 inh: disrupts binding of human TR beta to SRC2; P10828; TRbeta-SRC2 peptide binding, fluorescence polarization; receptor liganded with 1 µM T3; Potency, µM (series often up to 106 µM), inactives show at the top dose activity change, negative = inhibition, most hits filed as inhibitors; 0.065% of 280,000 active; AID 1469;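 further: plate controls were bound peptide for no effect and peptide without receptor for full effect; nearly all actives have a fitted effect of over 50% in size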
# Target sequence (P10828 whole entry, looked up): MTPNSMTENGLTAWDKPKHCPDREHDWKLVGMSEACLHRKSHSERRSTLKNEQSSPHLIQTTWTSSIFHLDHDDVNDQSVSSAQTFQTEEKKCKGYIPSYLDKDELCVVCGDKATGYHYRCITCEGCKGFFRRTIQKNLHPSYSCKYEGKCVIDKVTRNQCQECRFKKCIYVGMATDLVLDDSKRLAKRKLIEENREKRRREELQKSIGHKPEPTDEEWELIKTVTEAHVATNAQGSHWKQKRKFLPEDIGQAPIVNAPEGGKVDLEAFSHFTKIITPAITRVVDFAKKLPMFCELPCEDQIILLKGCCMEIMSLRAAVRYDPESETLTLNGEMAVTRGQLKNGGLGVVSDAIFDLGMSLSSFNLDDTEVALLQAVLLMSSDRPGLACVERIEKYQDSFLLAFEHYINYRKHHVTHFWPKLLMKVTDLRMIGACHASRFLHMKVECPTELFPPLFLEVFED
#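 Fluorescence polarization of 20 nM Texas Red SRC2 peptide (20-aa NR interaction domain) bound to 0.6 uM human TRb ligand-binding domain, with 1 uM T3, after 5 hr at ambient temperature; inhibition seen as decreased polarization.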
# GAA inh: inhibitors of human lysosomal alpha-glucosidase; purified human GAA, 4-MU-alpha-glucoside fluorescence; Potency, µM (titrated, usually from 76.9 µM), for the others: top-dose activity change, negative = inhibition, most hits filed as inhibitors; 0.005% of 200,000 active; P10253;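 further: plate controls were uninhibited enzyme wells for no effect and no-enzyme background for full effect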
#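 Fluorogenic assay: 4 nM human alpha-glucosidase with 400 uM 4-methylumbelliferyl-alpha-D-pyranoside in 50 mM citrate/phosphate, 0.005% Tween-20, pH 5.0, 20 min at room temperature. Compounds tested up to 77 uM; AC50 from Hill fits.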
# GoLoco inh red: blocks human Gai1 binding to RGS12 GoLoco peptide, red readout | P63096 | 0.44% of 230,000 active | Gai1:RGS12 GoLoco peptide FP, rhodamine, 10 min | Potency, µM (series often up to 61.6 µM), inactives show at the top dose activity, negative = inhibition, usual class: inhibitors; active means well fitted inhibition curve with a large enough effect, not every such curve was filed as active; inactive means no such curve, though single readings can be large or run the other way; further: nearly all actives have a fitted effect of over 30% in size; many of its hits are not listed in these tables
# Target sequence (P63096 whole entry, looked up): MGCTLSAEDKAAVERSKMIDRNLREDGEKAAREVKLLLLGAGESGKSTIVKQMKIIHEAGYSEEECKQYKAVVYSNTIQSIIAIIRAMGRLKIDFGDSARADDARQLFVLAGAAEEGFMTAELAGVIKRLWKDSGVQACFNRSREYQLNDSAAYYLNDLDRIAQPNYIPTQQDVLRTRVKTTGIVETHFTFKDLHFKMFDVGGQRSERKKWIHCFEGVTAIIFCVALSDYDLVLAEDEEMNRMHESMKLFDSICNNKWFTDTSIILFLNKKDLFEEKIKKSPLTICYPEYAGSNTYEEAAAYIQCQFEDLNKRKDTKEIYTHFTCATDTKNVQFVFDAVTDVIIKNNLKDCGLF
# RECQ1 inh: blocks DNA unwinding by human RECQ1 | RECQ1 DNA unwinding, red fluorescence kinetic read | 0.54% of 240,000 active | P46063 | AID 2549 | Potency, µM (doses to about 57.3 µM), inactives show at the highest dose activity, negative = inhibition, actives largely listed as inhibitors;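 further: plate controls were vehicle for no effect and no enzyme for full effect; nearly all actives have a fitted effect of over 30% in size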
#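 50 nM RECQ1T1 preincubated 15 min with compound in Tris pH 8.0 buffer with MgCl2, DTT, Tween-20 and 2.5 ug/ml poly(dI-dC); started with 200 nM TAMRA/BHQ-2 forked duplex and 2 mM ATP. Unwinding read as fluorescence (525/598 nm), two reads 2 h apart.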
# aGlu spleen mod: inhibitors or activators of human alpha-glucosidase in spleen homogenate. human spleen homogenate, 4-MU-alpha-glucoside fluorescence. P10253. 0.006% of 240,000 active. AID 2112. Potency, µM (top dose mostly 79.9 µM), without a hit: at the top dose activity change, negative = inhibition, most hits filed as inhibitors;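 further: 0% = enzyme with vehicle and -100% = no enzyme basal signal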
#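 Human spleen homogenate (1 ug) with 4-methylumbelliferyl-alpha-D-glucopyranoside (1 mM final) in 50 mM citrate/phosphate pH 5.0, 0.01% Tween-20; 40 min at 37 C. Stopped at pH 10; 4-MU fluorescence Ex 365/Em 440 nm; AC50 by Hill fit.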
# L3MBTL1 block: L3MBTL1 (human) inhibition | Q9Y468 | AlphaScreen L3MBTL1–H3K9me1 peptide binding | Potency, µM (doses to about 57.1 µM), for the others: at the top dose activity, negative = inhibition, hits mostly inhibitors | 0.66% of 230,000 active; further: nearly all actives have a fitted effect of over 60% in size
#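 L3MBTL1 50 nM + b-AHA-H3(1-15)K9me1 75 nM, 30 min RT; compound added, 30 min RT; streptavidin donor/Ni-chelate acceptor beads 10 ug/mL each final, 30 min RT dark; AlphaScreen read.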
# TR SRC2 fluor cs: Texas Red fluorescence interference in TRb-SRC2 counter-screen. 0.29% of 280,000 active. TRb/SRC2 Texas Red total fluorescence interference. Potency, µM (highest dose often 106 µM), for the others: at the highest dose fluorescence change, negative = quenching; active means well fitted curve in either direction with a large enough effect; inconclusive means small, poorly fitted or top-dose-only effect
#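 Flags fluorescent or light-absorbing compounds by total fluorescence, S + 2P, at 555 nm excitation and 632 nm emission. Mixture: 20 nM Texas Red SRC2 peptide, 0.6 uM human TRb LBD, 1 uM T3, 5% DMSO; compound exposure 5 h at ambient temperature.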
# GAA glycogen mod: alters human alpha-glucosidase cleavage of glycogen; P10253; recombinant GAA, glycogen substrate, Amplex Red glucose oxidase fluorescence; Potency, µM (titrated, usually from 76.4 µM), for the others: at the top dose activity change, negative = inhibition, hits mostly inhibitors; 0.38% of 300,000 active; AID 2100;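 further: 0% = full enzyme reaction and -100% = no-enzyme basal signal; the screen sought inhibitors and activators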
#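 Recombinant human alpha-glucosidase (4 nM final) hydrolysed bovine liver glycogen (30 ug) for 40 min at 37 C in pH 5.0 citrate/phosphate with 0.01% Tween-20. Released glucose detected by glucose oxidase/Amplex Red, Ex 573/Em 610 nm. Compounds up to 77 uM; AC50 from Hill fits.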
# Active calls of the source: *; i = inactive; ? = inconclusive; / = no result given; [ ] = remark or other dose. Unless noted, the call rests on the fitted dose curve; in most records, active means well fitted curve in the direction sought with a large enough effect; inconclusive means small, poorly fitted or top-dose-only effect, or another doubt; inactive means no such curve, though single readings can be large; an effect the other way counts as inactive or inconclusive. Unless noted, on the % scale 0 is the no-effect control and ±100 the full control effect; potency means the concentration at half of the fitted maximal effect.
1: Cc1[nH]n(-c2ccccc2)c(=O)c1C(=O)c1cccc(F)c1
2: CC(C)Cc1cc(C(=O)NCCCN2CCOCC2)no1
3: COc1ccccc1N1CCN(CC(=O)c2c(C)[nH]c3cc(C)ccc23)CC1
4: CC(C)CCSc1nnc(N)s1
5: NS(=O)(=O)c1ccc(CCNC(=O)c2ccccc2F)cc1
6: COc1ccc(N)cc1C#N
7: Cc1ccc(NC(=O)C2=C(O)CCn3c2nc2ccccc23)cc1
8: COCC(=O)Nc1ccc(S(=O)(=O)Nc2ncccn2)cc1
9: COCCNC(=S)N=Nc1c(O)[nH]c2ccc([N+](=O)[O-])cc12
10: CCN(CC)CCCNC(=O)CN1C(=O)CSc2ccc(S(=O)(=O)N3CCOCC3)cc21

Screen / compound no.	1	2	3	4	5	6	7	8	9	10
TRb-SRC2 inh	-5%	6%	-6%	-3%	-18%	-24%	-7%	5%	2%	-1%
GAA inh	3%	/	-13%	/	-9%	3%	3%	-6%	?	?
GoLoco inh red	8%	6%	11%	41%[activator]	1%	-8%	-17%	2%	2%	7%
RECQ1 inh	i	i	-4%	-7%	i	-3%	6%	0%	14%	-6%
aGlu spleen mod	2%	1%	3%	-6%	3%	-1%	-4%	1%	-8%	3%
L3MBTL1 block	8%	-5%	-4%	/	1%	/	/	/	-12%	6%
TR SRC2 fluor cs	-4%	0%	-7%	-1%	2%	0%	2%	-3%	-3%	-2%
GAA glycogen mod	-3%	8%	2%	-2%	11%	12%	-8%	7%	/	3%

11: CCOC(=O)C1=NOC(CNC(=O)C2=NOC(CNC(=O)c3c(-c4ccccc4Cl)noc3C)C2)C1 (stereo not drawn)
12: COC(=O)C1=C(N)Oc2cc(C)n(CC3CCCO3)c(=O)c2C1c1ccc(Cl)c(Cl)c1 (stereo not drawn)
13: CC(C)C12CN3CC(C(C)C)(CN(C1)C3c1ccccc1O)C2=O (stereo not drawn)
14: CCc1ccc(/C=C2\SC(=S)N(CCC(=O)N3CCN(C)CC3)C2=O)cc1
15: COc1ccc(NC2CS(=O)(=O)CC2OC(=O)c2ccc(F)cc2)cc1 (stereo not drawn)
16: Cc1cc(C)n(-c2cc(N3CCN(C(=O)c4cccc(F)c4)CC3)ccc2[N+](=O)[O-])n1
17: O=C(Cc1ccccn1)Nc1ccccc1
18: O=C(CN1C(=O)c2cccc3cccc1c23)NCc1ccc2c(c1)OCO2
19: CCOC(=O)c1cc(-c2ccccc2)sc1NC(=O)c1cc(OC)c(OC)c(OC)c1
20: OCCCN1CCN(CCCOc2ccccc2-c2ccccc2)CC1

Screen / compound no.	11	12	13	14	15	16	17	18	19	20
TRb-SRC2 inh	1%	-5%	-3%	10%	-16%	-2%	4%	3%	-2%	2%
GAA inh	13%	-13%	-4%[15.4 µM]	-7%[15.4 µM]	-9%	1%	10%	-7%	0%	-1%
GoLoco inh red	4%	0%	-1%	33%[activator]	-6%	-9%	-4%	14%	-31%	17%
RECQ1 inh	-1%	-1%	-11%	i	i	-3%	i	-16%	-13%	-6%
aGlu spleen mod	-8%	5%	-4%	-3%	0%	-1%	2%	3%	-7%	7%
L3MBTL1 block	8%	/	8%	1%[11.4 µM]	1%	9%	9%	/	25%	-11%
TR SRC2 fluor cs	0%	-4%	1%	-1%	-3%	-5%	-5%	-7%	-2%	0%
GAA glycogen mod	4%	-11%	-2%	-6%	-4%	-16%	4%	11%	4%	11%

# Numbers 10 to 11 of the list above:
10: CCN(CC)CCCNC(=O)CN1C(=O)CSc2ccc(S(=O)(=O)N3CCOCC3)cc21
11: CCOC(=O)C1=NOC(CNC(=O)C2=NOC(CNC(=O)c3c(-c4ccccc4Cl)noc3C)C2)C1 (stereo not drawn)

Screen / compound no.	10	11
TRb-SRC2 inh	-1%	1%
GAA inh	?	13%
GoLoco inh red	7%	4%
RECQ1 inh	-6%	-1%
aGlu spleen mod	3%	-8%
L3MBTL1 block	6%	8%
TR SRC2 fluor cs	-2%	0%
GAA glycogen mod	3%	4%

# Whole records from above. Order of screens: TRb-SRC2 inh	GAA inh	GoLoco inh red	RECQ1 inh	aGlu spleen mod	L3MBTL1 block	TR SRC2 fluor cs	GAA glycogen mod
# Results for COCC(=O)Nc1ccc(S(=O)(=O)Nc2ncccn2)cc1 → 5%	-6%	2%	0%	1%	/	-3%	7%
# Results for COc1ccccc1N1CCN(CC(=O)c2c(C)[nH]c3cc(C)ccc23)CC1 → -6%	-13%	11%	-4%	3%	-4%	-7%	2%
# Results for CCOC(=O)c1cc(-c2ccccc2)sc1NC(=O)c1cc(OC)c(OC)c(OC)c1 → -2%	0%	-31%	-13%	-7%	25%	-2%	4%
# Results for COC(=O)C1=C(N)Oc2cc(C)n(CC3CCCO3)c(=O)c2C1c1ccc(Cl)c(Cl)c1 (stereo not drawn) → -5%	-13%	0%	-1%	5%	/	-4%	-11%
# Results for COc1ccc(NC2CS(=O)(=O)CC2OC(=O)c2ccc(F)cc2)cc1 (stereo not drawn) → -16%	-9%	-6%	i	0%	1%	-3%	-4%

# Later entries.
21: OC(COC(c1ccc(Cl)cc1)c1ccc(Cl)cc1)CN1CCc2ccccc2C1 (stereo not drawn)
22: CCN(c1ccccc1)S(=O)(=O)c1ccc(Cl)c(NC(=O)COC(=O)c2ccc(Cl)c(N)c2)c1
23: CCCCNC(=O)Nc1nnc(-c2ccc(OCC)cc2)o1
24: COCCN(C(=S)Nc1cccc(C)c1)C(C)c1cccnc1 (stereo not drawn)
25: Cc1ccc(CNC(=O)CN2C(C)CCCC2C)cc1 (stereo not drawn)
26: S=C(Nc1ccc(Cl)cc1)Nc1ccc2cn[nH]c2c1
27: O=C(N/N=C\c1cc(Br)cs1)C1COc2ccccc2O1 (stereo not drawn)
28: Nc1nc(-c2ccccc2)c(N=Nc2ccc(Cl)cc2)s1
29: O=C(c1ccc2c(c1)OCO2)N1CCOCC1
30: COc1ccc(C2C(C#N)=C(/N=C/N3CCOCC3)OC3=C2C(=O)CC(C)(C)C3)cc1OC (stereo not drawn)

Screen / compound no.	21	22	23	24	25	26	27	28	29	30
TRb-SRC2 inh	1%	4%[53 µM]	2%	8%	5%	2%	4%	2%	-6%	-10%
GAA inh	-2%	-5%	3%	-1%	1%	?	2%	-2%	?	-6%
GoLoco inh red	5%	5%	6%	-12%	-11%	20%	3%	9%	-10%	6%
RECQ1 inh	-15%	-9%	i	-2%	i	-15%	-7%	1%	-4%	-10%
aGlu spleen mod	-1%	-5%	1%	-4%	-7%	6%	-4%	2%	-3%	5%
L3MBTL1 block	1%	8%	/	/	/	-7%	-5%	-18%	10%	/
TR SRC2 fluor cs	0%	-1%[53 µM]	0%	-2%	-2%	-2%	1%	1%	-3%	-3%
GAA glycogen mod	8%	1%	-4%	-7%	-1%	-27%	6%	-4%	3%	4%

31: CCCc1cc(=O)[nH]c(SCC(=O)Nc2c(C)cccc2C)n1
32: CCn1cc(C2=NOC(C(=O)Nc3cccc(C(C)=O)c3)C2)c(C)n1 (stereo not drawn)
33: CN(C)C(CNC(=O)CN1C(=O)NC2(CCc3ccccc32)C1=O)c1ccco1 (stereo not drawn)
34: COC(=O)c1[nH]c2cccc(Cl)c2c1NC(=O)CN1CCN(CCO)CC1
35: COc1ccc(C2SCCN2S(=O)(=O)c2ccc(NC(C)=O)cc2)cc1 (stereo not drawn)
36: CCc1cccc2c(C(=O)COC(=O)/C=C/c3ccc(O)c(OC)c3)c[nH]c12
37: COc1ccc(N2C(S)=C(C#N)C(=O)NC2c2ccc(OC)c(OC)c2)cc1 (stereo not drawn)
38: COc1ccc(OC)c(N=C(C)C2=C(O)COC2=O)c1
39: COc1ccccc1NC1=Nc2cccc3cccc1c23
40: O=C(Cc1ccsc1)N1CCc2c([nH]c3ccccc23)C1c1ccccn1 (stereo not drawn)
41: C/C(=N\NC(=O)CSc1nc(C)cc(C)n1)c1ccc([N+](=O)[O-])cc1
42: c1ccc(C2=Nn3c(nnc3-c3cccnc3)SC2)cc1
43: CN(CCC1CCCCO1)Cc1cn(C)nc1-c1ccc2c(c1)OCCO2 (stereo not drawn)

Screen / compound no.	31	32	33	34	35	36	37	38	39	40	41	42	43
TRb-SRC2 inh	3%	7%	-16%	5%	8%	1%	0%	-4%	-2%	0%	-3%	-9%	5%
GAA inh	-1%	0%	9%	3%	-6%	-8%	-1%	13%	/	-1%	-6%	-4%	-3%
GoLoco inh red	10%	1%	12%	3%	-6%	1%	-1%	1%	0%	0%	-1%	17%	-5%
RECQ1 inh	i	-9%	-6%	-3%	-10%	-5%	-7%	i	0%	2%	-3%	-5%	-2%
aGlu spleen mod	2%	-8%	-13%	1%	-8%	-7%	0%	-1%	-4%	-4%	0%	0%	9%
L3MBTL1 block	/	-10%	/	-9%	/	-14%	-4%	/	-28%	-29%	7%	8%	3%
TR SRC2 fluor cs	-3%	2%	-2%	-1%	-1%	2%	1%	2%	3%	0%	-3%	2%	-6%
GAA glycogen mod	11%	9%	-1%	-2%	-3%	?	-3%	-13%	-4%	-4%	2%	4%	-10%

# Only part of the results is shown, so the mix of outcomes need not match the whole.
